Compound activity deposited in PubChem by Sanford-Burnham Center for Chemical Genomics.
NR3A LBD binder – modulates the human NR3A ligand-binding domain | AID 1259313 | Tm shift relative to glycine control, % at 25 µM | NR3A LBD differential scanning fluorimetry, Tm shift; 0% = protein alone, 100% = glycine-bound protein | 340,000 tested, 2.5% active;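 active means melting temperature shift of at least 10% of the positive control shift, at one fixed dose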
PfGluPho inh – PfG6PD (Plasmodium falciparum) enzyme inhibition. PfGluPho enzyme, NADPH resazurin-diaphorase fluorescence. 350,000 tested, 0.78% active. inhibition, % at 20 µM. AID 504690;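 active means inhibition reaching at least a set limit at 20 µM in the primary screen, cut at about 59% in these data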;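 further: 0% = DMSO wells with substrate and 100% = DMSO wells lacking glucose-6-phosphate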
SENP6 block – blocks the human protease SENP6; inhibition, % at 10 µM; Recombinant SENP6 catalytic domain, aminoluciferin luminescence; 330,000 tested, 1.8% active;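 active means inhibition above about 50% at the single tested dose, limit read from the data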;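 further: plate controls were DMSO wells with enzyme for no effect and DMSO wells lacking enzyme for full effect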
SENP1 FRET inh – blocks the human SENP1 SUMO protease catalytic domain; recombinant SENP1 catalytic domain, CyPet-SUMO1-YPet FRET cleavage; inhibition, % at 10 µM; 360,000 tested, 0.21% active;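 active means inhibition at least 30% at 10 µM, raw YFP signal under a set limit, fluorescence ratio 0.5 to 1.5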;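 further: 0% = enzyme with DMSO and 100% = no enzyme wells; some results filed as inactive read as strong as hits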
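Test system: recombinant human SENP1 catalytic domain, His6-tagged / Medium: pH 8 Tris buffer with EDTA, NaCl, BME, BSA, NP40, catalase / Also added: SUMO1 FRET substrate flanked by Cypet and Ypet, 25 nM / Times: 50 min reaction at room temperature / Signal: FRET, CFP and YFP emission / Control set: no-enzyme low control and enzyme-plus-DMSO high control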
hIAP act – increases human intestinal alkaline phosphatase activity. P09923. purified human IAP, CDP-Star luminescence, 30 min; active compounds read high; 1 = vehicle-only enzyme, 0 = enzyme-free background. activation factor at 10 µM. 330,000 tested, 0.16% active;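 active means activation factor of the enzyme at least 2-fold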; further: the source names both 10 and 20 µM as test concentration; values of inactives mirror those of a sister screen read the other way
Target sequence (P09923 whole entry, looked up): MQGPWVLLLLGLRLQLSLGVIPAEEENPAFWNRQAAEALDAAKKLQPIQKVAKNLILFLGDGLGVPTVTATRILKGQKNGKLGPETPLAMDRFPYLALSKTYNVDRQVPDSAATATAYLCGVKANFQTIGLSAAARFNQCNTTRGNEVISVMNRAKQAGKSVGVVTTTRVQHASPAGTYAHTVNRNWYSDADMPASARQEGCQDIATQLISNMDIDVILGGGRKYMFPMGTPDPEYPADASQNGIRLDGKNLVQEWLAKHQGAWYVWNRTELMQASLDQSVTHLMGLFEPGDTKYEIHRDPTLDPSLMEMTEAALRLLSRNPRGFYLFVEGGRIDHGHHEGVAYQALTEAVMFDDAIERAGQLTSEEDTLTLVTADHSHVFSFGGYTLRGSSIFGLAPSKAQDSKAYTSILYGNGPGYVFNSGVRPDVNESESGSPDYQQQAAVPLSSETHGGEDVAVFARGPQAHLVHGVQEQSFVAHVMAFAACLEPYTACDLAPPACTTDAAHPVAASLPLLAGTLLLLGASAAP
SENP8 block – inhibitors of human SENP8 protease | recombinant SENP8, Nedd8 substrate fluorescence | 360,000 tested, 0.64% active | inhibition, % at 20 µM; in the data active means inhibition mostly above about 40%, no sharp cut-off; inactive means mostly below about 27%
MPTP inh – permeability transition pore inhibition | isolated mouse mitochondria, Ca2+ swelling absorbance, 30 min | inhibition, % at 10 µM | 360,000 tested, 1.4% active | AID 602449;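 active means inhibition of 50% or more, scaled per plate between neutral and stimulator controls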;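 further: 0% = DMSO wells given calcium and 100% = 1 mM EGTA wells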
ATG4B inhibitor – blocks human ATG4B protease cleavage of LC3 substrate | ATG4B cleavage of LC3-PLA2, NBD-HPC fluorescence, 1 h | inhibition, % at 8.33 µM | 340,000 tested, 0.51% active | AID 504462; in the data active means inhibition above about 40%
Target sequence (Q9Y4P1 whole entry, looked up): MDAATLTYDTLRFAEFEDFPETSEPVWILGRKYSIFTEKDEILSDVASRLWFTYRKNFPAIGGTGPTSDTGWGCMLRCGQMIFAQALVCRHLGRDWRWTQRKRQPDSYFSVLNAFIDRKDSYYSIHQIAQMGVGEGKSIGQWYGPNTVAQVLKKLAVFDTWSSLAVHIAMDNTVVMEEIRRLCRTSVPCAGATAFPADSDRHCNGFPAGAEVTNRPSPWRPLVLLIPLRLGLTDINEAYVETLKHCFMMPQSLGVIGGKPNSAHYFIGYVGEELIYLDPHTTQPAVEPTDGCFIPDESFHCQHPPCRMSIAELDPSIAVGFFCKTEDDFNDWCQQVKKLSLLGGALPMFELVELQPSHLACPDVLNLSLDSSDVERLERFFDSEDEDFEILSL
Starred values were filed as active, the others as inactive; i = inactive; / = not tested or not shown.

item	NR3A LBD binder	PfGluPho inh	SENP6 block	SENP1 FRET inh	hIAP act	SENP8 block	MPTP inh	Compound	ATG4B inhibitor
1	3.2	-10.4	-15.8	0.5	1.03	-0.4	-0.7	O=C(CSc1nnnn1-c1ccc2c(c1)OCCO2)c1cccc2c1OCCO2	-4.4
2	1.2	-5.0	-15.1	1.0	0.919	-210.0	0.7	O=C(COC(=O)c1cc(Cl)ccc1O)Nc1ccccc1C(=O)NC1CC1	4.3
3	0.6	70.0*	2.1	-0.8	0.658	5.7	-1.5	Cc1ccccc1OCC(=O)NCC(=O)OCC(=O)c1ccc([N+](=O)[O-])cc1	-6.7
4	-0.3	10.5	-2.2	-3.6	0.938	-173.5	6.0	Cn1cc(Br)c(C(=O)Nc2sc3c(c2C#N)CCC3)n1	-4.7
5	-2.7	4.4	14.8	5.2	0.936	41.4*	9.3	CCNC(=O)O/N=C1\CCCCC1c1ccc([N+](=O)[O-])cc1[N+](=O)[O-] (configuration not stated)	-2.0
6	3.4	27.5	2.6	2.6	1.02	-12.5	1.9	COc1cc2nc(C(C)(C)C)oc(=O)c2cc1OC	-7.5
7	0.9	6.8	-4.1	2.1	1.1	6.0	1.4	O=C1NC2c3ccccc3CC2O1 (configuration not stated)	-4.2
8	-0.2	16.7	-21.5	-1.1	1.18	-3.8	3.7	Cc1c(Cl)cccc1NC(=O)c1cc(-c2ccco2)on1	2.5
9	-1.6	13.4	9.2	1.4	1.07	17.3	-1.9	COCC(C)n1c(C)cc(C(=O)Cn2nc(C(=O)O)c3ccccc3c2=O)c1C (configuration not stated)	-4.7
10	-1.8	4.0	1.4	-103.4	1.03	-140.6	-0.4	O=C1OC(c2ccc(Cl)cc2)=C/C1=C/c1cccnc1	2.8
11	-0.5	-12.0	7.3	0.6	1.1	10.7	3.2	CC(C)N1CCN(CC2COc3ccccc3O2)CC1 (configuration not stated)	5.3
12	0.4	-7.9	-6.4	4.1	0.869	10.8	-0.2	COc1ccc(C(=O)NCC(=O)OCC(=O)N2CCCc3ccccc32)cc1	-2.0
13	-0.5	-6.3	-6.2	0.8	0.911	7.8	0.0	COc1cc2c(c(OC)c1OC)-c1ccc(OC)c(=O)cc1[C@@H](NC(C)=O)CC2	4.0
14	2.2	24.0	/	-0.3	/	0.6	1.3	CCCCC[C@@H](/C=C/C1C(=O)C=C[C@H]1C/C=C\CCCC(=O)OC)OC(C)=O (some centres not stated)	-8.1
15	0.8	1.1	42.7	-5.9	1.05	5.0	4.4	COc1ccc(/C=C2\SC(=O)N(CCc3nnc(N)s3)C2=O)cc1	-4.8
16	2.4	-20.5	-3.9	-26.5	1.07	-210.1	2.3	Cc1ccc(Cn2c(=N)c(S(=O)(=O)c3ccc(C)cc3)cc3c(=O)n4ccccc4nc32)cc1	-9.0
17	-0.1	-2.6	-9.1	-0.2	1.01	8.9	-0.2	C[C@H](CO)N1C[C@H](C)[C@@H](CN(C)S(=O)(=O)c2cn(C)cn2)Oc2ccc(NC(=O)C3CCCCC3)cc2C1=O	/
18	-0.1	-21.7	-8.9	0.9	1.21	-7.8	-0.2	C=CCn1c(SCC(=O)Nc2nccs2)nnc1-c1cc2cccc(OC)c2o1	-6.5
19	-2.9	-21.9	-16.7	1.0	0.86	1.2	-3.3	O=C1OCCC1Sc1nnc(-c2ccco2)o1 (configuration not stated)	-1.6
20	2.9	-0.2	-6.4	2.2	1.25	3.4	3.2	Cc1ccc(S(=O)(=O)NCC(=O)NC2CC2)cc1	3.0
21	0.8	-4.1	-10.4	-0.1	0.992	10.2	5.3	COC(=O)c1c(C)oc2ccc(N(C(=O)Oc3ccccc3)S(=O)(=O)c3ccc(Cl)c([N+](=O)[O-])c3)cc12	-7.0
22	1.6	1.9	-13.6	-0.1	1.08	-293.5	1.0	Cc1cccc(NC(=O)c2cc(NC(=O)c3ccco3)ccc2N2CCCCC2)c1	30.6
23	1.7	-1.0	-5.0	-1.5	0.939	17.4	-2.7	CC(=O)NC(=O)NC1OC(=O)C(Cl)=C1Cl (configuration not stated)	-0.7
24	22.9*	10.3	-5.1	11.6	0.839	-41.8	3.2	COc1cc(/C=C/C(=O)c2ccc(NS(=O)(=O)c3ccc(C)cc3)cc2)ccc1OC(F)F	-9.5
25	-2.0	23.9	1.2	1.8	0.974	16.6	-0.6	CC(C)(C)Cc1nnc(NS(C)(=O)=O)s1	-4.6
26	2.0	9.4	8.7	-1.2	1.06	-33.4	0.2	Cc1cccc2cc(CN(CC3CCCO3)C(=O)c3cccs3)c(=O)[nH]c12 (configuration not stated)	-8.1
27	-1.8	4.2	-8.4	-6.8	0.912	-21.2	0.5	COc1cc(Nc2nc3ccc(Cl)cc3n3cnnc23)cc(OC)c1OC	-6.2
28	-4.3	-0.8	1.1	-5.4	1.05	i	1.9	N#Cc1nc(-c2cccs2)oc1NCc1ccccc1Cl	14.9
29	1.2	-1.9	-21.2	0.1	1.49	-21.7	1.8	Cc1cc(C)nc(Nc2nc3ccccc3s2)n1	3.0
30	-0.7	-2.7	-3.9	0.2	0.833	-151.8	0.8	COc1ccccc1/C=C/C(=O)NCC(=O)N/N=C/c1cccnc1	-7.9

Reprinted from the part before: four compounds, then new ones.
item	NR3A LBD binder	PfGluPho inh	SENP6 block	SENP1 FRET inh	hIAP act	SENP8 block	MPTP inh	Compound	ATG4B inhibitor
27	-1.8	4.2	-8.4	-6.8	0.912	-21.2	0.5	COc1cc(Nc2nc3ccc(Cl)cc3n3cnnc23)cc(OC)c1OC	-6.2
28	-4.3	-0.8	1.1	-5.4	1.05	i	1.9	N#Cc1nc(-c2cccs2)oc1NCc1ccccc1Cl	14.9
29	1.2	-1.9	-21.2	0.1	1.49	-21.7	1.8	Cc1cc(C)nc(Nc2nc3ccccc3s2)n1	3.0
30	-0.7	-2.7	-3.9	0.2	0.833	-151.8	0.8	COc1ccccc1/C=C/C(=O)NCC(=O)N/N=C/c1cccnc1	-7.9
31	-1.4	4.2	-10.4	-6.0	1.23	11.7	0.8	COC(=O)c1cc(S(=O)(=O)NCC2CCN(Cc3ccc(Cl)cc3)CC2)c[nH]1	3.0
32	-1.5	6.9	-16.1	0.7	0.999	17.7	0.9	COc1ccc(OC)c(NC(=O)C2CCCN(S(=O)(=O)c3c(C)noc3C)C2)c1 (configuration not stated)	-11.3
33	-1.0	-12.0	-14.1	2.1	0.797	2.0	1.1	O=C1c2ccccc2C(=O)N1CN(C(=O)COc1ccccc1)c1ccccc1	-4.0
34	2.8	18.0	-29.4	-16.7	1.04	-7.8	0.3	COc1ccccc1C1c2[nH]c3ccccc3c2C[C@H]2C(=O)N(C3CCN(Cc4ccccc4)CC3)CC(=O)N12 (some centres not stated)	18.8
35	1.4	-2.1	-15.3	0.6	0.97	5.5	0.2	CCc1ccc(OCC(=O)N/N=C\c2ccco2)c([N+](=O)[O-])c1	8.4
36	-0.8	-4.0	-5.0	2.2	0.978	3.3	-0.7	CCOC(=O)N1CCN(C(=O)C(C)(C)Oc2ccc(Cl)cc2)CC1	-6.8
37	-1.3	-19.8	-9.4	-3.0	0.999	3.5	-0.8	O=C(CSc1nccc(=O)[nH]1)N1CCCc2ccccc21	-3.8
38	-0.9	8.8	-2.3	19.0	1.02	9.3	-0.2	CC(NC(=O)COC(=O)c1ccc2ccccc2n1)c1ccccc1 (configuration not stated)	-10.6
39	-2.8	-3.7	0.2	3.0	0.937	22.2	1.8	O=C(Cc1cccc2ccccc12)NCC(=O)N1CCN(Cc2cccc(C(F)(F)F)c2)CC1	-2.8
40	0.4	-2.2	-3.7	-20.7	0.98	-14.5	-0.3	CCCCn1c(N)c(N(CC)C(=O)c2cccs2)c(=O)[nH]c1=O	1.1
41	0.9	-1.4	-1.9	-0.6	0.842	8.4	-0.3	Cc1nnc(NC(=O)CN2C(=O)NC3(CCCC3)C2=O)s1	-5.4
42	0.7	-18.8	-9.7	-0.2	0.897	9.7	-3.2	O=C(O)CCCC(=O)Nc1cccc(C(F)(F)F)c1	-3.2
43	17.5*	-0.4	5.6	-4.7	1.07	-6.5	13.4	O=C(CSc1nc2ccc(NC(=O)CSc3nnnn3Cc3ccccc3)cc2s1)Nc1ccccc1	-11.0
44	4.5	5.3	-4.2	1.4	1.32	14.9	0.4	O=C(/C=C/c1ccc(Cl)cc1)c1cccnc1	7.4
45	0.1	-5.0	-16.8	3.5	0.999	10.3	-1.4	Cc1cc(C)n(-c2nc3ccccc3c3nc(C)nn23)n1	-1.7
46	-0.8	8.5	-7.7	-0.2	0.984	10.0	-1.0	CC1(C)CC(=O)C=C(N2CCOCC2)C1	-5.4
47	0.0	1.0	-14.9	0.5	1.03	9.3	0.3	O=C(N/N=C/c1ccccc1Cl)c1ccncc1	1.9
48	-0.8	-2.4	-14.3	0.5	1.12	19.0	-0.8	CCn1c(CNC(=O)C23CC4CC(CC(C4)C2)C3)nnc1SC	-4.5
49	-13.3	21.1	95.1*	-10.5	0.974	-219.5	7.0	Cc1ccc(C(=O)/C=C/Nc2ccccn2)cc1	0.5
50	-1.4	-4.6	10.4	-1.9	1.32	2.2	-0.4	CC(=O)N1N=C(c2cccc(NS(C)(=O)=O)c2)CC1c1ccc2c(c1)OCO2 (configuration not stated)	-2.7
51	-2.4	20.4	/	2.5	/	6.5	-0.9	COc1ccccc1C1CC(=O)Oc2cc(C)c(Br)c(C)c21 (configuration not stated)	1.5
52	0.1	-0.8	-27.4	-1.0	1	4.8	-2.2	CCOCCn1c(CN2CCN(CCO)CC2)nc2c1c(=O)n(C)c(=O)n2C	-2.2
53	1.1	3.0	9.2	-0.9	0.892	15.8	0.3	O=C(CN1C(=O)NC(Cc2c[nH]c3ccccc23)C1=O)NCCc1ccc(F)cc1 (configuration not stated)	5.6
54	-0.1	-8.4	3.7	-0.5	1.03	31.1	2.1	COC(=O)[C@@H](NC(=O)Nc1ccc2c(c1)OCCO2)C(C)C	-11.8
55	-110.9	-14.0	-2.3	1.2	0.787	5.8	0.5	COc1ccc(/C=N/NC(=O)CNc2ccc(Br)cc2)c(C(=O)O)c1OC	4.5
56	0.2	-11.9	2.6	4.1	0.928	3.3	3.5	COc1ccc(N(CC(=O)N2CCCCCC2)S(C)(=O)=O)cc1Cl	0.7
57	0.3	2.5	-35.4	1.6	0.948	-5.9	0.4	CCCCC(=O)N/N=C(/C)C1=C(C)C(C)(C)OC1=O	-6.8
58	1.5	1.3	-10.2	0.0	0.856	12.2	0.4	Cc1cc(C)cc(N(C(=O)CNC(=O)c2cccs2)C(C(=O)NC2CCCC2)c2cccnc2)c1 (configuration not stated)	-9.2
